Screening results (PubChem BioAssay)
LGR2 inh: inhibitors of bursicon-induced Drosophila LGR2 receptor cAMP signaling; HEK293 LGR2, CRE-luciferase, bursicon-stimulated, 4 h; inhibition, % at 9.99 µM; 0.35% of 380,000 active;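 active = drop in luminescence signal, shown as inhibition above about 50% in the replicate tests, limit read from the data, passing the limit was not always enough; inconclusive = probably only some replicates passing the limit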;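 note: agonist challenge used bursicon conditioned medium at about half maximal strength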
PGC1a acetyl inh: modulators of PGC1a acetylation; U2OS PGC1a acetylation, AlphaScreen anti-acetyl-lysine; with virally co-expressed GCN5 acetyltransferase; inhibition, % at 15.6 µM; 0.17% of 350,000 active; AID 651687;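 active = every replicate shows inhibition of at least 40%; inconclusive = mean inhibition at least 40% but some replicate below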;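 note: 0% = neutral control wells and 100% = positive control wells; some results beyond the cut were filed as inactive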
Casp6 inh: caspase-6 (human) enzyme inhibition | P55212 | purified caspase-6, Z-VEID-R110 cleavage fluorescence | inhibition, % at 12.5 µM | 0.53% of 350,000 active | AID 686996;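 active = mean inhibition across replicates at least about 35%, with every replicate also reaching that limit, limit read from the data; inconclusive = only one of the two criteria met; inactive = neither criterion met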;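 note: 0% = median of neutral control wells and 100% = no fluorescence left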
Target sequence (P55212 24-179 limits assumed): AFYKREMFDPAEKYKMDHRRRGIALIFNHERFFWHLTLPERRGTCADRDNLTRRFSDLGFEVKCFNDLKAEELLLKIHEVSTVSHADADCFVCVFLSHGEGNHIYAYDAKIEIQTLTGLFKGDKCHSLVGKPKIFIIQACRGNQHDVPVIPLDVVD
Target sequence (P55212 194-293 limits assumed): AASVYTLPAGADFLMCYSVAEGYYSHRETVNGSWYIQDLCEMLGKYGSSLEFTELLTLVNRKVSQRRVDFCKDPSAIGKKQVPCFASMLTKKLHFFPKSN
EWS-Fli inh: inhibitors of EWS/Fli oncoprotein transcriptional activity; inhibition, % at 12.6 µM; A673 NR0B1-luciferase reporter, viability-normalised; 0.67% of 350,000 active;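 active = mean inhibition of at least 50% after viability correction, with every replicate also passing that limit; inconclusive = mean reaches 50% but only one of two replicates passes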;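 note: firefly luciferase signal divided by Alamar Blue viability fluorescence both relative to DMSO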
FN deposition inh: fibronectin deposition inhibition; AH1F fibroblasts, Alexa488-fibronectin deposition fluorescence, overnight; inhibition, % at 12.6 µM; 0.086% of 350,000 active; AID 743247;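 active = mean inhibition across replicates of 30% or more, regardless of how many single replicates reach that level; inconclusive = mean under 30% yet at least half of replicates reach 30%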;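 note: positive control wells lacked labelled fibronectin entirely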
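Material – AH1F fibroblast monolayer, labelled fibronectin deposition · Reagent – labelled fibronectin 24 nM · Timing – 1 h adhesion, overnight exposure · Measured by – fluorescence at 485 nm excitation, 525 nm emission · Read-out – inhibition of fibronectin deposition signal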
miR-122 sensor: blocks miR-122 activity in Huh7 sensor cells; 0.3% of 340,000 active; activation (reporter increase), % at 12.5 µM; AID 602342; Huh7 miR-122 Renilla luciferase sensor, 48 h; neutral wells = 0, positive control = 100;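 active = mean replicate activation score at least 90 and every replicate individually at or above 90; inconclusive = only one of the two criteria met; inactive = neither criterion met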;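 note: higher luciferase means less miR-122 activity so hits act as miR-122 inhibitors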
Cneo AK release: causes C. neoformans cell lysis | adenylate kinase release luminescence, 4 h; normalised: neutral wells 0, clomiphene wells 100 | 0.2% of 360,000 active | lysis activity, % at 15 µM | AID 651654;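 active = mean lysis activity across replicates of at least 80%, whatever share of replicates individually reach that level; inactive = mean lysis activity below 80%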
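Test system: log-phase Cryptococcus neoformans yeast cells. Input: 5 × 10^6 yeast cells/mL. Medium: fresh YPD growth medium. Doses: single dose. Incubation: static 4 h at 37 °C with compound, 1 h detection. Measured by: luminescent adenylate kinase detection reagent. Read-out: signal increase indicating cell lysis. Benchmarks: Clomiphene.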
PAX8 reporter: lowers PAX8-driven luciferase in RMG-I cells; inhibition, % at 12.6 µM; 1.2% of 360,000 active; RMG-I TPO-luciferase reporter, SteadyGlo, 24 h;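 active = mean replicate inhibition at least 60% with every replicate also reaching 60%; inconclusive = only one of the two criteria is met; inactive = mean below 60% and not all replicates reaching 60%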;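 note: luciferase light reporting Pax8 driven TPO promoter activity; plate controls were median of neutral control wells for no effect and mitoxantrone controls for full effect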
Numbers without * were called inactive; ? = inconclusive; nt = no result given; & = joins results of further samples; [ ] = remark or other dose. This is a random part of the collection (roughly 2.5% active in at least one column).

Molecule,miR-122 sensor,Cneo AK release,FN deposition inh,PGC1a acetyl inh,EWS-Fli inh,LGR2 inh,Casp6 inh,PAX8 reporter
Cc1ccc(S(=O)(=O)Nc2ccc3c(c2)C(=O)N([C@H](C)CO)C[C@H](C)[C@@H](CN(C)C)OCCCC[C@@H](C)O3)cc1,-3[16.7 µM],1,5,4,-2,-4,0,-6
C[C@H]1CN([C@@H](C)CO)C(=O)CCCn2nncc2CO[C@H]1CN(C)S(=O)(=O)c1ccccc1C#N,nt,nt,-3,12,-5,-22,1,-1
COc1ccc(CC2(CO)CCN(S(=O)(=O)c3c(C)nn(C)c3Cl)CC2)cc1,nt,nt,4,-4,-10,11,0,10
CC(=O)O[C@H]1CC[C@@]2(C)[C@@H](CC[C@@H]3[C@@H]2CC[C@]2(C)[C@@H](C(C)(C)O)C[C@@H]32)C1,-5,-2,9,-1,-10,9,-1,12
O=CN1CCC(=O)N(Cc2ccccc2)c2ccccc21,0,1,0,-7,nt,nt,nt,nt
C/C=C/c1ccc([C@H]2[C@@H](CO)N(S(=O)(=O)CC)[C@H]2CN(C)C(=O)CC)cc1,nt,nt,-2,nt,-1,8,1,nt
Cc1ccc(OC[C@H](O)[C@H](C)NC(C)C)c2c1CCC2,-14,1,3,?,-4,17,0,0
O=C(CN1C(=O)C2CC=CCC2C1=O)OCCN1C(=O)c2ccccc2C1=O (configuration not stated),-6,-1,nt,8,nt,nt,nt,16
CSCCC(NC(=O)COc1ccccc1)C(=O)N(C)CC(=O)Nc1c(C)cccc1C (configuration not stated),8,1,-2,7,-3,-9,42*,-9
C[C@H]1CN([C@@H](C)CO)C(=O)c2cccc(NC(=O)c3cnccn3)c2O[C@@H]1CN(C)Cc1ccc(Cl)c(Cl)c1,17[16.7 µM],-3,nt,0,-1,6,-6,18

(further entries)
Molecule,miR-122 sensor,Cneo AK release,FN deposition inh,PGC1a acetyl inh,EWS-Fli inh,LGR2 inh,Casp6 inh,PAX8 reporter
NC(=O)NCC#Cc1ccc2c(c1)[C@]1(C(=O)N2)[C@H](C(=O)O)[C@H]2C(=O)O[C@H](c3ccccc3)[C@H](c3ccccc3)N2[C@@H]1c1ccc(OCCO)cc1,nt,3,nt,-1,-11,nt,17,-16
CCOc1cc(N2CCOCC2)c(OCC)cc1NC(=O)c1ccc(S(C)(=O)=O)cc1,7,1,5,-7,2,10,-2,3
Cc1ccc(C(=O)Nc2nnc(CC(=O)N/N=C/c3ccncc3)s2)cc1,nt,nt,-1,nt,-11,nt,-3,-159
CC(C)NC(=O)NCCCCCCS(C)=O (configuration not stated),1,1,nt,6,6,-5,-5,nt
CNC(=O)CN(c1ccc(F)cc1)S(=O)(=O)c1cc(C)ccc1OC,8,-1,2,5,nt,9,nt,nt
CSc1nnc(-c2cc(Br)ccc2N=Cc2c(C)[nH]n(-c3ccccc3)c2=O)c(=O)[nH]1,nt,nt,1,-4,4,-8,-1,5
CC1C(c2ccccc2)N(C)C(c2ccccc2)C(C)C1(O)C#Cc1ccccc1 (configuration not stated),2,6,-10,-10,3,8,-2,-6
C[C@H]1CN([C@@H](C)CO)C(=O)c2cc(NS(=O)(=O)c3cccs3)ccc2O[C@@H]1CN(C)S(=O)(=O)c1ccc(Cl)cc1,0[16.7 µM],-2,3,5,1,-16,-6,nt
CC(=O)Nc1ccc(S(=O)(=O)NCCC(=O)OCC(=O)c2ccc(F)c(F)c2)cc1,2,-2,nt,nt,-3,7,2,4
O=C(NCC[C@@H]1CC[C@@H](NC(=O)C2CCC2)[C@@H](CO)O1)c1cnccn1,nt,-3,nt,-2,-2,-4,-3,-3

Next results follow:
Molecule,miR-122 sensor,Cneo AK release,FN deposition inh,PGC1a acetyl inh,EWS-Fli inh,LGR2 inh,Casp6 inh,PAX8 reporter
Cc1cc(NC(=O)C(C)SCC(=O)N(C)Cc2c(F)cccc2Cl)no1 (configuration not stated),nt,-4,0,-39,0,23,1,nt
CCC(CC)C(=O)Nc1ccc(Sc2ccc([N+](=O)[O-])cc2)cc1,38,4,nt,-9,-3,13,3,nt
CNC[C@@H]1Oc2ncc(C#CCN(C)C)cc2C(=O)N([C@H](C)CO)C[C@@H]1C,nt,1,nt,2,-9,nt,nt,-17
COc1cc2ccccc2cc1C(=O)Nc1nnc(-c2ccncc2)o1,-8,-1,2,2,-3,-8,-1,-1
COc1ccc(N(CC(=O)NC2CCCCCC2)S(=O)(=O)c2ccccc2)cc1Cl,-7,2,2,7,10,11,2,0
O=C(Nc1ccc(Cl)cn1)c1cc2c(s1)-c1ccccc1OC2,13,-7,-2,4,-96,-60,-3,-114
CCC(=O)Nc1ccc2c(c1)C(=O)N(C)C[C@@H](OC)[C@@H](C)CN(C(=O)CC)[C@H](C)CO2,nt,0,-1,9,-3,1,-2,nt
Cn1cccc1C(=O)NC(=O)COC(=O)CC12CC3CC(CC(Br)(C3)C1)C2,0,-4,nt,-2,nt,-28,nt,nt
Cc1noc(C)c1NC(=O)N(C)C[C@@H]1OCCCC[C@@H](C)Oc2ccc(NS(C)(=O)=O)cc2C(=O)N([C@@H](C)CO)C[C@H]1C,4[16.7 µM],2,nt,-2,0,23,nt,5
CCN(CC)CCN(C(=O)c1ccc2c(c1)OCCO2)c1nc2cc(C)cc(C)c2s1,6,1,0,-2,9,-3,1,-10

Next section.
Molecule,miR-122 sensor,Cneo AK release,FN deposition inh,PGC1a acetyl inh,EWS-Fli inh,LGR2 inh,Casp6 inh,PAX8 reporter
COc1cccc(NC(=O)CN(C)C(C)C(=O)N2CCCCC2)c1 (configuration not stated),nt,0,2,3,6,-14,2,17
Cc1ccc(S(=O)(=O)CCc2nnc(N)s2)cc1C,-3,-1,4,8,nt,1,nt,nt
c1ccc(C(c2nnnn2Cc2ccco2)N2CCN(C3CCCC3)CC2)cc1 (configuration not stated),0,4,-2,-3,nt,nt,nt,-10
COc1cccc(CNC(=O)c2cccnc2Sc2ccc(Cl)cc2)c1,-2,2,-2,6,-4,-18,0,-7
COc1cccc(-c2ccc(C3[C@@H]4CN(C(=O)Nc5ccccc5F)C[C@H]3N4)cc2)c1 (some centres not stated),nt,nt,7&13,-22&-31,7&1,-15&25,nt,2&11
Cc1cccc(OCC(=O)Nc2ccc(N3CCN(C(=O)c4ccccc4)CC3)cc2)c1C,-8,-1,-1,nt,nt,-2,-1,4
CCC(CC)c1nnc(NC(=O)c2ccc(N3CCCC3=O)cc2)s1,-1,-1,1,-7,nt,nt,nt,nt
CCOc1ccccc1C1C(C#N)=C(N)N(N(C)C)C2=C1C(=O)CCC2 (configuration not stated),3,-2,4,-9,2,2,2,11
Cc1[nH]nc2c1C(c1ccc(Br)cc1)N(Cc1ccccc1)C2=O (configuration not stated),nt,nt,2,nt,-4,9,1,6
CCOc1ccc(CCNC(=O)c2nnn(CC(=O)Nc3ccccc3C)c2N)cc1OCC,-8,0,0,11,nt,0,3,16

Later entries
Molecule,miR-122 sensor,Cneo AK release,FN deposition inh,PGC1a acetyl inh,EWS-Fli inh,LGR2 inh,Casp6 inh,PAX8 reporter
CC1Cc2ccccc2N1S(=O)(=O)c1cccc(C(=O)NCC(c2ccco2)N2CCCC2)c1 (configuration not stated),5,0,-3,-8,16,-1,-6,8
CN(C)C(=O)C[C@H]1C[C@@H]2c3cc(NS(=O)(=O)c4ccccc4)ccc3O[C@@H]2[C@@H](CO)O1,-3[16.7 µM],23,-13,-3,-2,-7,-2,nt
Cc1sc2ncnc(N3CCCC(C)C3)c2c1C (configuration not stated),-5,-3,3,2,3,5,0,-9
COCC(=O)N(C)C[C@H]1[C@@H](c2ccc(-c3cccnc3)cc2)[C@H](CO)N1C(C)=O,-12[16.7 µM],-11,-8,5,-4,17,0,0
CCOC(=O)C(=CNc1cc(C)ccn1)C(=O)OCC,0,-5,-2,-9,-8,-30,3,-7
CCc1nnc(NC(=O)CSc2nccn2-c2ccccc2)s1,-5,-2,nt,-3,nt,7,nt,nt
O=C(CSc1ccccn1)N1CCNC1=O,nt,nt,-1,nt,-12,13,-2,-8
CC(=O)c1ccc(N2CCN(C(=O)Cc3ccccc3)CC2)c(F)c1,-8,0,-1,-12,-2,3,-3,13
COc1cc2c(cc1OC)-c1cc(NC3CCCC3)nc(=O)n1CC2,-19,-2,7,-15,nt,nt,nt,nt
COc1ccc(CN(C)C[C@@H]2OCCCC[C@H](C)Oc3ccc(NS(=O)(=O)c4ccc(C)cc4)cc3C(=O)N([C@H](C)CO)C[C@H]2C)cc1,7[16.7 µM],11,nt,-4,11,14,-3,82*

Continued:
Molecule,miR-122 sensor,Cneo AK release,FN deposition inh,PGC1a acetyl inh,EWS-Fli inh,LGR2 inh,Casp6 inh,PAX8 reporter
N=c1c(C(=O)NCc2ccc3c(c2)OCO3)cc2c(=O)n3ccccc3nc2n1CC1CCCO1 (configuration not stated),28,8,12,-13,6,4,17,2
COc1ccc(/C=C(\C#N)c2n[nH]c(Cn3cncn3)n2)cc1,-3,nt,-14,-11,13,-8,6,-12
O=CN1CCN(C(=O)Cc2ccc(Cl)cc2)CC1,-3,-1,-7,nt,-6,4,-1,4
COc1ccccc1-n1nnnc1SCc1ccccc1,14,0,nt,-7,nt,20,nt,nt
CC(=O)c1ccc(NC(=O)c2cc(-c3cccs3)on2)cc1,-6,-1,-3,-15,-18,-20,1,-14
O=C(Nc1ccc(S(=O)(=O)Nc2ncccn2)cc1)c1ccc(F)c(S(=O)(=O)N2CCOCC2)c1,0,7,4,-21,6,-5,-1,1
C=C(C)CN(CC)c1ccc(N2C(=O)CCCC2=O)cc1[N+](=O)[O-],nt,1,1,6,9,2,2,22
CC1=CC2=NC(=O)/C(=C\c3ccc(-c4cccc(Cl)c4)o3)C(=N)N2O1,nt,nt,5,nt,-5,nt,-2,17
CC(=O)Nc1cccc2cc(O)ccc12,nt,2,1,-2,-1,4,12,9
CC(CCc1ccccc1)NC(=O)COC(=O)c1ccc(NC(N)=O)cc1 (configuration not stated),3,0,5,0,6,-8,1,9
Cc1ccc(CN(C(=O)c2csnn2)C(C(=O)NC2CCCC2)c2ccccn2)cc1 (configuration not stated),-4,6,-6,5,10,-7,1,-1
O=C(Nc1nnc(COc2ccc(F)cc2)s1)Nc1ccccc1F,8,0,-11,12,12,-3,-3,0
